Assay outcomes deposited in PubChem BioAssay by several laboratories.
ASAP1 GAP inh: ASAP1 ArfGAP inhibition; ASAP1-stimulated ARF1 GTP hydrolysis, GDP FP detection; 0.19% of 360,000 active; inhibition, % at 16.5 µM; in the data active = inhibition above about 25%;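 note: 0% = vehicle with enzyme and substrate and 100% = no enzyme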
mABHD4 FP: inhibitors of mouse ABHD4 | Q8VD66 | purified mABHD4, FP-Rh probe fluorescence polarization | inhibition, % at 8.92 µM | 0.54% of 370,000 active | AID 720543;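 active = inhibition exceeding the mean over every tested compound plus 3 SD, cut at about 30% in these data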;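 note: 0% = plate median of compound wells and 100% = S159A mutant with DMSO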
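System: mouse ABHD4 enzyme, wild type / Medium: HEPES pH 7.0, NaCl, Pluronic buffer / Reagent: FP-Rh activity-based fluorescent probe / Control set: S159A mutant high control, sample median low control / Detection: fluorescence polarization with parallel and perpendicular emission, 525/598 nm / Schedule: 45 min + 60 min at 25 °C / Compound dosing: 8.92 µM, single dose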
PG9 binder: small molecules binding HIV-1 gp120 antibody PG9 | TR-FRET gp120-PG9 antibody binding | inhibition, % at 6.7 µM | 0.43% of 360,000 active; in the data active = inhibition above about 8.5%
rCAG binder: r(CAG) repeat RNA binding. TO-PRO-1 dye displacement fluorescence. inhibition, % at 3 µM. 1.3% of 370,000 active. AID 651821;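 active = inhibition above the plate cutoff, the mean of all test compounds on that plate plus 3 SD, cut at about 35% in these data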;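 note: 0% = DMSO alone and 100% = 100 µM mitoxantrone as full dye displacement; higher means more dye released from RNA so lower well fluorescence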
SMARCA2 activ: increases SMARCA2 function in MMTV reporter cells. AID 652017. activation, % at 9.1 µM. 1% of 370,000 active. MG213 cells, MMTV-luciferase reporter, dexamethasone, overnight; in the data active = activation above about 7.8%;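 note: 0% = vehicle wells and 100% = reference activator wells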
HTRA1 inh: HTRA1 (human) protease inhibition | Q92743 | recombinant HTRA1, FP-rhodamine activity-based probe, fluorescence polarization | inhibition, % at 5.96 µM | 0.5% of 340,000 active; in the data active = inhibition above about 36%;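 note: 0% = enzyme with DMSO and 100% = wells lacking enzyme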
ARFGAP1 inhibitor: rat ARFGAP1 inhibition; Q62848; Arfgap1-stimulated ARF1 GTP hydrolysis, GDP FP detection; inhibition, % at 16.5 µM; 0.26% of 360,000 active;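 active = inhibition above a per-plate limit, mean inhibition of low control wells plus 3 SD, cut at about 25% in these data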;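 note: 0% = DMSO wells with enzyme and 100% = wells lacking Arfgap1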
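Repeats: one replicate per compound; assay system: rat Arfgap1 catalytic domain, aa 1-136; times: enzyme reaction 120 min at 25 °C after 20 min preincubation; detection: FP of antibody-bound GDP Alexa 633 tracer, ex 620/em 688 nm; benchmarks: high control wells lacking Arfgap1, low control full reaction with DMSO; reagent: human ARF1(Δ1-17)-GTP substrate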
NR1D1 modulator: Rev-erb alpha (human) modulation; 0.79% of 370,000 active; Rev-erbα–FITC-DNA binding, fluorescence polarization, 90 min; P20393; activity, % at 10 µM; AID 1259318;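 active = activity above about 14%, limit read from the data; passing the limit was not always enough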;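 note: 0% = DMSO wells with 35 nM protein and 100% = DMSO wells with 750 nM protein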
GC-B act: GC-B (human) receptor activation | P20594 | HEK293-GC-B cells, CNP EC30, cGMP TR-FRET; 0% at EC30 CNP, 100% saturating CNP | activation, % at 10 µM | 0.11% of 370,000 active | AID 1920062;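 active = activation at 10 µM reaching about 35% in either raw or pattern-adjusted values, limit read from the data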
Target sequence (P20594 whole entry, looked up): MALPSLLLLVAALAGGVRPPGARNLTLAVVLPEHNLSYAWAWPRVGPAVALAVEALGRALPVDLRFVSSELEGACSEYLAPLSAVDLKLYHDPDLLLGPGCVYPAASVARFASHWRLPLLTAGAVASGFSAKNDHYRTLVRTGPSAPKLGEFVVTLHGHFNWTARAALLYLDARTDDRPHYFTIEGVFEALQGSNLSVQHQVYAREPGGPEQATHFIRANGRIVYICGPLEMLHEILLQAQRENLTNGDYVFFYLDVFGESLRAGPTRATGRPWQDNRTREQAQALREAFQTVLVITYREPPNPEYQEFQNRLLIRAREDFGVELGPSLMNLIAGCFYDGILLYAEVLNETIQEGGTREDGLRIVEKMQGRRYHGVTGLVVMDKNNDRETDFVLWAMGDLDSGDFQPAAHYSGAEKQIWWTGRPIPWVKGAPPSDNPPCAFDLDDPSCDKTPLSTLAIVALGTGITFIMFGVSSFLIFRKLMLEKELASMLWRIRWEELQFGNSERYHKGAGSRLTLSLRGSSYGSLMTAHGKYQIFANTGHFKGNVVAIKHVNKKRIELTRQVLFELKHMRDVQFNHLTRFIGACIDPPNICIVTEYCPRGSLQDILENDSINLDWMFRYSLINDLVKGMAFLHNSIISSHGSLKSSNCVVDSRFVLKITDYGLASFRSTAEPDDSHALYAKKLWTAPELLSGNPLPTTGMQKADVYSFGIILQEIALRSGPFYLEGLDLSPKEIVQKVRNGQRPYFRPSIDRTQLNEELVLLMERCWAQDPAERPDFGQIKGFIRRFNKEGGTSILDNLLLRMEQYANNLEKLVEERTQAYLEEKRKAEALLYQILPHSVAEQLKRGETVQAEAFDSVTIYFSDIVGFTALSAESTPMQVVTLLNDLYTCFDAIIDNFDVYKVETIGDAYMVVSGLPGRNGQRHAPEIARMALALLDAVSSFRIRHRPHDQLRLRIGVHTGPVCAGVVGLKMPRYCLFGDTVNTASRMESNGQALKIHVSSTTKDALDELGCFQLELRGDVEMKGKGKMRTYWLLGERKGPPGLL
GC-A act: GC-A (human) enzyme activation; HEK293 GC-A cells, cGMP TR-FRET, EC30 ANP; 0% at EC30 ANP, 100% saturating ANP; activation, % at 10 µM; AID 1671463; P16066; 0.14% of 370,000 active; in the data active = activation above about 40%
Active calls of the source: *; · = not tested or not shown.

SMILES	ASAP1 GAP inh	mABHD4 FP	PG9 binder	rCAG binder	SMARCA2 activ	HTRA1 inh	ARFGAP1 inhibitor	NR1D1 modulator	GC-B act	GC-A act
c1ccc(-c2noc(CSc3nc4ccccc4o3)n2)cc1	3	-2	-0.5	-4	3	-16	5	4	5	1
CCN(C(=O)c1ccc2c(Cl)c3c(nc2c1)CCC3)c1ccc(C)c(C)c1	-10	1	1.2	5	-3	-65	8	10	-19	-30
O=C(CCNC(=O)c1ccc(Br)o1)NCc1ccc(Cl)cc1	-11	-9	-1.1	-5	-1	-1	2	2	3	-4
CCc1ccc(C(=O)N/N=C(\C)c2cccnc2)s1	-4	-2	-1.4	5	4	-13	2	2	-2	1
CC(C)C1=NN(C(=O)c2ccccc2)C(O)(C(C)(C)C)C1 (configuration not stated)	-2	6	-0.4	-3	3	4	10	8	1	3
Cn1c(CCNC(=O)c2ccc(Cl)cc2)n[nH]c1=S	-4	0	0.5	1	-1	-2	-9	0	-16	-7
COc1ccc(/C=N/NC(=O)c2ccc(OC)c(OC)c2)cc1COc1c(F)c(F)c(F)c(F)c1F	12	-65	0.0	5	1	-58	6	-1	1	0
CCOc1ccc(-c2cccc(NS(=O)(=O)c3ccc([N+](=O)[O-])cc3)c2)nn1	1	17	-0.4	27	-1	-1	-5	4	1	3
COc1ccc(C2N(c3ccc(OC)cc3)C(=O)C3CCCN32)cc1 (configuration not stated)	4	-1	-0.3	1	0	1	-14	0	-5	1
C[C@@H]1ON(C)[C@H]2C[C@H]3c4cc(-c5cccc(Cl)c5)ccc4CCN3C[C@@H]12	11	3	-1.8	1	-1	·	10	0	-2	2
Cc1ccc(NCc2ccco2)cc1C	-6	9	-3.6	0	3	0	-6	6	-5	-1
COc1ccc(S(=O)(=O)NNC(=O)C(=O)NNc2ccccn2)cc1	-18	31*	-1.9	0	2	2	-3	5	-2	1
Cc1cccnc1NC1(C(F)(F)F)N=C2SCCN2C1=O (configuration not stated)	11	9	0.9	1	1	2	16	0	1	0
O=C(N[C@H](C(=O)N1CCC[C@H]1C(=O)NCc1ccccc1)C1CCCCC1)c1ccc(Cl)c(Cl)c1	-3	-3	-1.4	1	-5	·	-3	4	2	-5
COc1cccc(CC(=O)OCC(=O)Nc2c(C)nn(-c3ccccc3)c2C)c1	0	-4	-1.6	0	1	2	1	-2	-1	1
Cc1ccc(-n2ncc3c(NCc4cccnc4)ncnc32)cc1C	-5	-12	-2.5	3	1	-5	12	4	1	16
C[C@H](O)[C@@H]1CN2CCc3ccc(N4CCOCC4)cc3[C@@H]2C[C@@H]1N(C)C(=O)c1ccco1	·	2	·	4	-1	·	·	-3	-1	1
COC(=O)[C@H](Cc1ccccc1)NC(=O)NCc1ccccc1	-6	1	-1.3	-3	-3	11	-7	-2	-1	4
CCOC(=O)C1(Cc2cccc(Cl)c2)CCCN(C(=O)CCSC)C1 (configuration not stated)	-4	4	0.4	-12	-1	0	10	2	-4	-1
Cc1nnc2sc(SCC(=O)N3CCC(C)CC3)nn2c1=O	2	-11	1.0	-4	-3	2	1	2	-8	2
COc1ccc(N2CC(C(=O)Nc3nnc(SCC(=O)c4ccccc4)s3)CC2=O)cc1 (configuration not stated)	-9	-12	-1.1	16	-2	-19	-7	4	-4	-1
O=C(CSc1nnc2ccccn12)c1ccccc1	6	4	-0.5	2	4	10	-2	-5	2	-2
CS/C(N)=N/N=C/c1ccc([N+](=O)[O-])cc1	5	-7	-0.6	1	1	-3	9	-2	-2	1
COc1cccc(CN(C)C(=O)CN2C(=O)NC3(CCCc4ccccc43)C2=O)c1 (configuration not stated)	1	4	3.0	2	-2	5	-7	-2	-2	0
CSc1ncc(Cl)c(C(=O)Nc2sc3c(c2C(=O)NCc2ccco2)CCCC3)n1	-7	-3	-0.7	2	-1	·	3	1	9	2
Cc1ccccc1N(C(=O)c1csnn1)C(C(=O)NC(C)(C)C)c1cccs1 (configuration not stated)	-5	-3	-2.5	-5	-3	-5	-7	-1	0	-3
CCOC(=O)c1c(NC(=O)CSc2ncnc3ccccc23)sc(C(C)=O)c1C	-7	5	-0.5	4	-4	8	18	-10	0	14
CCCCN1C(=O)C(=O)NC[C@@H]1C(C)O (some centres not stated)	-7	-14	1.7	4	-1	-3	9	-4	5	-2
Cc1oc(C)c2c(=O)ccc3c(c12)OC(N)=C(C#N)C3c1ccc(F)cc1 (configuration not stated)	-2	18	-1.4	11	0	17	3	3	3	-1
CCCc1cc(Nc2cccc(OCC)c2)n2ncnc2n1	4	-4	-2.4	-7	0	-8	-6	-5	-3	-2
COC(=O)[C@]12C[C@H](CC(=O)NCCC(C)C)C(=O)N(Cc3ccc4c(c3)OCO4)C1=C[C@H](C(C)C)O[C@@H]2C1CC1	·	-3	·	1	-3	·	·	3	-5	-10
CCOc1ccc(/C=C2\SC(N3CCCCC3)=NC2=O)cc1	2	6	-1.0	3	-3	-4	4	-17	-15	-15
NS(=O)(=O)c1ccc(NC(=O)COC(=O)c2ccco2)cc1	3	-2	-0.6	-2	-5	1	-1	-6	2	-3
COc1ccc(Cl)cc1NC(=O)Nc1cccc([N+](=O)[O-])c1C	10	3	0.1	4	1	2	-11	-2	-7	-6
Cc1c(Cl)cccc1NC(=O)NN1CCN(C)CC1	-8	0	-4.9	-8	-2	-1	2	4	0	0
COc1ccc(/C=C/S(=O)(=O)NCc2ccccc2)c(CNC(=O)OC(C)(C)C)c1	·	-11	·	5	-2	·	·	3	3	-3
CC(C)(C)c1ccc(C(=O)c2cn[nH]c2-c2ccccc2O)cc1	5	-10	-1.7	1	4	-15	-13	4	0	-3
Cc1cc(Nc2ccc(F)c(Cl)c2)n2nc(C)nc2n1	-3	0	-0.1	4	-1	7	-9	3	1	2
COc1ccc(NC(=O)CN(C)CC(=O)N(CC(C)C)c2c(N)n(CC(C)C)c(=O)[nH]c2=O)cc1	-2	0	0.4	-1	0	2	-2	3	4	-3
COC(=O)c1cccc(NC(=O)c2ccc[n+]([O-])c2)c1	14	-2	-1.4	0	-2	5	-7	0	-6	1

An excerpt from above in order of their number in SMARCA2 activ, smallest number first.
SMILES	SMARCA2 activ
Cc1ccccc1N(C(=O)c1csnn1)C(C(=O)NC(C)(C)C)c1cccs1 (configuration not stated)	-3
CS/C(N)=N/N=C/c1ccc([N+](=O)[O-])cc1	1
CC(C)(C)c1ccc(C(=O)c2cn[nH]c2-c2ccccc2O)cc1	4

Marked active in mABHD4 FP, of those listed so far:
molecule | ASAP1 GAP inh | mABHD4 FP | PG9 binder | SMARCA2 activ | HTRA1 inh | ARFGAP1 inhibitor | NR1D1 modulator | GC-B act | GC-A act
COc1ccc(S(=O)(=O)NNC(=O)C(=O)NNc2ccccn2)cc1 | -18 | 31* | -1.9 | 2 | 2 | -3 | 5 | -2 | 1

Structures from the list above that contain a nitro group on carbon, in the order listed:
SMILES	ASAP1 GAP inh	mABHD4 FP	PG9 binder	rCAG binder	SMARCA2 activ	HTRA1 inh	ARFGAP1 inhibitor	NR1D1 modulator	GC-B act	GC-A act
CCOc1ccc(-c2cccc(NS(=O)(=O)c3ccc([N+](=O)[O-])cc3)c2)nn1	1	17	-0.4	27	-1	-1	-5	4	1	3
CS/C(N)=N/N=C/c1ccc([N+](=O)[O-])cc1	5	-7	-0.6	1	1	-3	9	-2	-2	1
COc1ccc(Cl)cc1NC(=O)Nc1cccc([N+](=O)[O-])c1C	10	3	0.1	4	1	2	-11	-2	-7	-6

Returning to the listing, repeating the two entries before the break.
SMILES	ASAP1 GAP inh	mABHD4 FP	PG9 binder	rCAG binder	SMARCA2 activ	HTRA1 inh	ARFGAP1 inhibitor	NR1D1 modulator	GC-B act	GC-A act
COc1ccc(NC(=O)CN(C)CC(=O)N(CC(C)C)c2c(N)n(CC(C)C)c(=O)[nH]c2=O)cc1	-2	0	0.4	-1	0	2	-2	3	4	-3
COC(=O)c1cccc(NC(=O)c2ccc[n+]([O-])c2)c1	14	-2	-1.4	0	-2	5	-7	0	-6	1
O=C(Cc1ccccc1)N1CCNCC1	-1	-2	0.1	-1	-3	2	-5	2	-4	1
Cc1c(C(=O)N2CCN(c3ccccc3)CC2)oc2c(Cl)cccc12	-12	-7	0.2	1	-3	-6	-3	0	0	-1
O=C(Nc1cccnc1)c1noc2c1CCCCC2	·	·	·	·	·	-7	·	1	-11	0
CCN(CC)CCCNC(=O)c1oc2ccc(S(=O)(=O)N3CC(C)CC(C)C3)cc2c1C (configuration not stated)	4	-1	-0.8	6	-2	-1	2	0	2	-2
O=C(O)c1ccc(-n2nnc3ccccc32)c([N+](=O)[O-])c1	12	0	-1.6	2	1	3	-13	2	1	3
COc1ccc(/C=N/Nc2cc(C)nc3ccc(OC)cc23)c(OC)c1	43*	31*	-7.7	25	-7	4	33*	-3	-14	-58
Cc1ccc(-n2c(SCC(=O)c3ccccc3Cl)nnc2-c2cnccn2)cc1	·	-6	·	2	6	·	·	0	0	-6
C/C(=N\Nc1ccccn1)c1cccs1	4	3	-1.8	-1	10.0*	-1	16	3	-8	-5
CCc1nc2c(OCC(=O)N3CCOCC3)cccn2c1N(C)C(=O)COc1ccccc1	-3	4	2.5	3	-4	·	-4	3	5	1
CC(C)c1ccc(Nc2ncc3c(n2)CCN(C(=O)Nc2ccc(F)c(Cl)c2)C3)cc1	-2	-39	-3.3	6	-1	·	19	1	-3	-10
CN(C)S(=O)(=O)Oc1ccc(C(=O)Nc2cccc(Cl)c2)cc1	4	-9	1.6	-4	1	-6	-16	4	-4	2
CN(C)c1nc(Cl)cc(N2CCOCC2)n1	1	-2	-0.8	-3	2	0	2	1	4	6
O=C(Cc1ccccc1)Nc1ccc(NC(=O)c2ccco2)nc1	4	3	-1.3	-3	7	-4	1	-4	4	3
COc1ccc(NCc2nnc(SCC#N)n2-c2ccccc2OC)cc1	-8	-1	0.0	-1	-4	10	4	3	0	-6
COc1ccc(S(=O)(=O)N2CC(C)OC(C)C2)cc1C(=O)N1CCCCC1 (configuration not stated)	-7	0	-2.1	-9	0	2	-5	-2	2	2
Cc1ccccc1-c1cccc([C@@H]2C[C@H]3[C@H](CON3C)CN2Cc2ccccc2)c1	-10	3	-1.9	3	-4	-19	-8	4	-9	-29
O=C(O)CNC(=O)CC1S/C(=N/N=C/c2ccccc2O)NC1=O (configuration not stated)	-1	-3	-2.2	-1	-3	0	4	3	2	-1
